CHT block: inhibits the human high affinity choline transporter | B-score at 10 µM | CHT-expressing cells, membrane potential dye, choline response; hits give low values | hit rate 0.86% among 310,000 | AID 488975;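 active = B-score over 3 SD under the library average, and starting fluorescence ratio not unusually high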;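 note: choline stimulus applied at its EC90 after an EC20 pre-addition; B-score computed on integrated fluorescence ratio after choline addition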
CHT PAM: allosterically activates the human high affinity choline transporter. Q9GZV3. CHT-expressing cells, membrane potential dye, choline EC20; hits give high values; LV-AA mutant CHT in HEK293 cells. B-score at 10 µM. hit rate 0.49% among 310,000. AID 488977;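 active = initial fluorescence not abnormally high and integrated response B-score, plate-corrected, over 3 SD above library mean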
STK33 inh: inhibitors of human STK33 kinase. Q9BYT3. purified STK33, MBP phosphorylation, ADP-Glo luminescence. inhibition, % at 10 µM. hit rate 0.073% among 320,000. AID 2661;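 active = inhibition at or above 25%, using the most active replicate where run in duplicate; inactive = inhibition below 25%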
Target sequence (Q9BYT3 whole entry, looked up): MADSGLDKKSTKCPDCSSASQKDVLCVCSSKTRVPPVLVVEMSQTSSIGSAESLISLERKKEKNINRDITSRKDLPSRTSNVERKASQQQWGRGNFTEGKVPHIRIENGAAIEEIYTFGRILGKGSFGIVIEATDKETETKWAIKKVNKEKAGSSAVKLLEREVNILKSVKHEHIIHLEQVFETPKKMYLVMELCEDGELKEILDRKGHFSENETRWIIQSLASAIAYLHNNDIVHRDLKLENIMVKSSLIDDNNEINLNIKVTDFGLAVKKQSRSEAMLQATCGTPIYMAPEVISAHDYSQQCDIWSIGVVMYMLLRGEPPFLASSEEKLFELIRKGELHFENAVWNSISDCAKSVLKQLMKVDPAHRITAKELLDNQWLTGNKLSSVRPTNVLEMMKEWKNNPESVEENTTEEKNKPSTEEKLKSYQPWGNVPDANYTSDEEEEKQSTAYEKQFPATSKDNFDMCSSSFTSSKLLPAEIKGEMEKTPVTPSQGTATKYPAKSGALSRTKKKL
Numbers without * were called inactive; i = inactive; . = no result given.

Structure | CHT block | CHT PAM | STK33 inh
O=C(NC(=S)Nc1cccc(O)c1)c1ccco1 | i | i | 0.7
COc1ccc(S(=O)(=O)NCCc2c[nH]c3ccc(Cl)cc23)cc1 | i | i | -1.0
COc1ccc(C(=O)C2CCCN(C(=O)/C=C/c3cnc[nH]3)C2)c(C)c1 (stereo not given) | i | i | 7.8
COc1ccccc1C(=O)Nc1ccc(S(=O)(=O)Nc2cc(C)on2)cc1 | i | i | 3.0
S=C(NCC1CCCO1)Nc1cccc2ccccc12 (stereo not given) | i | i | 0.2
COc1ccc(NC(=O)c2sc(NC(=O)COc3ccccc3)nc2C)cc1 | i | i | 0.8
Cc1cc(C)c(C)c(S(=O)(=O)N2CCN(C(=O)C3CCC3)CC2)c1C | i | i | -0.7
Cc1ccc(-n2nc3c(c2NC(=O)/C=C\c2ccc4c(c2)OCO4)CSC3)cc1 | i | i | 0.0
COc1cc(-c2nc(-c3ccccn3)no2)cc(OC)c1OC | i | i | 1.0
CCn1ncc(C2=NOC(C(=O)Nc3cc(OC)c(Cl)cc3OC)C2)c1C (stereo not given) | i | i | 2.0
CCOC(=O)C1CCCN(C2CC(=O)N(c3ccc(C)cc3)C2=O)C1 (stereo not given) | i | i | -0.7
COc1cc(NC(=O)c2cccs2)c(OC)cc1NC(=O)CCn1nnc2ccccc21 | i | i | -1.0
CCCCn1c(NC(=O)CC)c(C#N)c2nc3ccccc3nc21 | i | i | 0.5
CCCCC(=NCCc1c(C)[nH]c2ccccc12)C1=C(O)CC(c2ccccc2)CC1=O (stereo not given) | i | i | 0.5
Cc1cccc(NC(=S)NNC(=O)COc2ccc(Cl)cc2Cl)c1 | i | i | -1.7
O=C(O)c1ccccc1NC(=O)C1CCN(S(=O)(=O)c2cccc3nsnc23)CC1 | i | i | -1.7
COc1ccc(NC(=O)C2=C(C)Nc3nc(CCCO)nn3C2c2ccc(OC)c(OC)c2)cc1 (stereo not given) | i | i | .
COC(=O)[C@H]1C[C@@H]1[C@H](NC(=O)[C@H]1C[C@@H]1[C@H](NC(=O)OCc1ccccc1)c1ccccc1)c1ccccc1 | i | i | -0.4
CCCOc1cccc(C2C(C(=O)c3ccc(C)o3)=C(O)C(=O)N2c2nc(C)c(C(C)=O)s2)c1 (stereo not given) | i | i | 2.6
O=C(COC(=O)c1ccccc1)c1ccc(Br)cc1 | i | i | -2.9
CCn1c(CNC(=O)c2cccnc2)cc2ccccc21 | i | i | -0.9
O=C(NCCC1=CCCCC1)C1CCN(C(=O)Nc2ccccc2)CC1 | i | i | -0.4
CCOC(=O)C(=O)Nc1cc(C)on1 | i | i | -0.5
COc1cccc(N2CCN(C3CCCC(C)C3)CC2)c1 (stereo not given) | i | i | -1.3
Cc1ccc(CC2CC(=O)N(c3nc(C)cc(C)n3)C2=O)cc1 (stereo not given) | i | i | -2.4
COCC(=O)N(Cc1cc2cc(OC)ccc2[nH]c1=O)c1ccccc1 | i | i | -1.5
COc1ccc(CC2(CO)CCN(Cc3cnn(C)c3C)CC2)cc1 | i | i | -1.6
Cc1c(C(=O)N2CCC(N3CCSCC3)CC2)oc2c(F)cccc12 | i | i | 0.3
O=C(O)Cn1nc(-c2ccccc2)cc1-c1ccccc1 | i | i | -1.9
O=C(Cc1ccc(Cl)cc1)c1c[nH]c(C(=O)NCCCN2CCOCC2)c1 | i | i | .
CCCNC(=O)c1ccccc1N1CCN(CCCCN2C(=O)C3CCCCN3C2=O)CC1 (stereo not given) | i | i | -0.8
CCOC(=O)N1CCN(Cc2nc3cc(NC(=O)CC(C)C)ccc3n2CC)CC1 | i | i | -0.8
OC[C@H]1O[C@@H](O[C@@H]2[C@@H](CO)O[C@@](O)(CO)[C@H]2O)[C@H](O)[C@@H](O)[C@H]1O | i | i | -1.4
COc1ccc(S(=O)(=O)NCCCn2ccnc2)cc1Cl | i | i | -3.0
COc1ccc(C(C)NC(=O)C2CCCO2)cc1OC (stereo not given) | i | i | -2.5
O=C(Nn1c(-c2ccc(F)cc2)nc2ccccc2c1=O)c1cccnc1 | i | i | -1.0
CCS(=O)(=O)Nc1cc2c3c(c1)CCC(=O)N3CCC2 | i | i | -0.8
COc1ccccc1N(Cc1ccccc1)S(=O)(=O)c1cccc(C(=O)Nc2ccccn2)c1 | i | i | -0.9
COc1cc(C(=O)NCc2ccncc2)cc(OC)c1OC | i | i | -1.7
O=C(OCc1cnc(Cl)s1)c1ccccc1Cl | i | i | .
Cc1ccc(NC(=O)CN2CCOCC2)cc1Cl | i | i | -0.6
CC1CCN(C(=O)c2cccc(S(=O)(=O)N3CCN(c4ccccc4)CC3)c2)CC1 | i | i | 0.7
CCc1ccc(NC(=O)COC(=O)c2cccs2)cc1 | i | i | -0.4
CC(C)Sc1nc2c([nH]c3ccccc32)c(=O)n1C | i | i | 0.0
CC(C)(CC(=O)O)CC(=O)Nc1ccc(Cl)c(Cl)c1 | i | i | -0.2
O=C(COC(=O)/C=C/c1cccc(C(F)(F)F)c1)NCc1ccco1 | i | i | -1.1
COc1ccccc1NC(=O)N1CCCC1C(=O)NCc1ccccc1 (stereo not given) | i | i | -1.1
COC(=O)c1ccc(N2CCN(C)CC2)c(NC(=O)c2cc3ccccc3o2)c1 | i | i | 4.9
CN(C)c1ccc(C(=O)/C=C/c2ccccc2)cc1 | i | i | 0.5
COc1ccc(Cn2cccc(NC(=O)Nc3cccc(OC)c3)c2=O)cc1 | i | i | -0.5
COc1cccc(C2CC(c3cccs3)=NN2S(C)(=O)=O)c1OC (stereo not given) | i | i | -1.7
COC(=O)/C=C/C(=O)Nc1cccnc1 | i | i | 0.8
CCC(=O)Nc1ccc(-c2nnc(-c3ccccc3)o2)cc1 | i | i | -0.2
O=C(CN(c1ccccc1F)S(=O)(=O)c1ccccc1)Nc1ccccc1C(=O)N1CCOCC1 | i | i | 0.1
COc1ccc(OC)c(CN2CCC(C(=O)N(C)CCc3ccc(OC)c(OC)c3)CC2)c1 | i | i | -0.6
Cc1cc(C)c(NC(=O)CSc2nc3ccc(NC(=O)CSc4nnnn4Cc4ccccc4)cc3s2)c(C)c1 | i | i | -0.2

Other records follow.
Structure | CHT block | CHT PAM | STK33 inh
N/C(=N\OC(=O)COc1ccc2ccccc2c1)c1cccnc1 | i | i | -1.3
O=C(NCc1ccccc1)C1CCCN(C(=O)Nc2ccccc2)C1 (stereo not given) | i | i | 0.3
COc1cccc(C(=O)/C=C/Nc2ccc(S(=O)(=O)Nc3onc(C)c3C)cc2)c1 | i | i | 3.6
O=C(Nc1ccc(Br)cc1)c1ccc2ncsc2c1 | i | i | -1.2
CCOc1ccc(OCC)c(NC(=O)CC2Oc3ccccc3NC2=O)c1 (stereo not given) | i | i | -0.4
CCc1nnc(NC(=O)c2nn(-c3ccccc3)nc2C)s1 | i | i | -2.1
COc1ccc(CC(=O)OCC(=O)N2CCCc3ccccc32)cc1 | i | i | -1.0
O=c1c2oc3ccccc3c2ncn1Cc1cccc(Cl)c1 | i | i | -0.8
CC1CCCCC1Nc1nc2ccc(Cl)cc2n2cnnc12 (stereo not given) | i | i | -6.0
O=C(CN1C(=O)COc2ccccc21)NCCCN1CCOCC1 | i | i | 0.2
CCCCCOC(=O)Cn1c(=O)c2c(nc(N3CCOCC3)n2C)n(C)c1=O | i | i | -2.6
COc1ccc(NC(=O)Cn2c(=O)n(-c3ccccc3)c(=O)c3sccc32)c(OC)c1 | i | i | -0.3
O=C(Cc1ccc(Cl)cc1Cl)Nc1ccncc1 | i | i | -1.6
COc1cc(OC)c(NS(=O)(=O)c2ccc(Cl)c(C(=O)OC(C)C(=O)N3CCCC3)c2)cc1Cl (stereo not given) | i | i | 0.6
Cc1ccc(/C=N/Nc2cc(C)nc(NCc3ccccc3)n2)cc1 | i | i | -2.2
CCN(CC)S(=O)(=O)c1cc(C(=O)Nc2ccccc2[N+](=O)[O-])ccc1Cl | i | i | 0.2
CC(=O)N1CCN(c2ccc(NC(=O)c3cccc(Cl)c3Cl)cc2)CC1 | i | i | -0.6
CCCOc1ccc(-c2csc3ncn(Cc4ccc(C(=O)O)cc4)c(=O)c23)cc1 | i | i | -2.0
CC(C)c1ccc(/C=c2\sc3nc(-c4ccncc4)nn3c2=O)cc1 | i | i | -1.7
CCCN1C(=O)c2ccccc2NC1c1ccc(Cl)c(Cl)c1 (stereo not given) | i | 7.28* | -0.2
CCN(CC(=O)NC(C)C)C(=O)c1ccc(Cl)cc1 | i | i | -0.6
Cc1ccc(OCC(=O)NCCCNC(=O)c2cccnc2)cc1C | i | i | 1.4
CCOc1ccc(Nc2nc3c(c(=O)[nH]2)CCCC3)cc1 | i | i | 0.2
O=C(NCCc1nc2ccccc2[nH]1)/C(=C/c1ccco1)NC(=O)c1ccco1 | i | i | -0.2

2 compounds picked at random from the list so far, as already listed:
Structure | CHT block | CHT PAM | STK33 inh
CC(C)c1ccc(/C=c2\sc3nc(-c4ccncc4)nn3c2=O)cc1 | i | i | -1.7
CCN(CC(=O)NC(C)C)C(=O)c1ccc(Cl)cc1 | i | i | -0.6

More compounds.
Structure | CHT block | CHT PAM | STK33 inh
O=C(Nc1ccc([N+](=O)[O-])cc1)c1cccc(S(=O)(=O)Nc2cccnc2)c1 | i | i | -0.3
COc1ccc(CCNC(=O)Cn2nnc(C(=O)Nc3ccc(Br)cc3)c2N)cc1OC | i | i | -0.1
COc1ccc(NC(=O)C(=O)NCCCO)cc1Cl | i | i | 0.5
CC(=O)Nc1ccc(S(=O)(=O)NC2CCS(=O)(=O)C2)cc1Cl (stereo not given) | i | i | 0.1
CC(=O)Nc1ccc(NC(=O)CCn2c(=S)oc3ccccc32)cc1 | i | i | -1.0
CCS(=O)(=O)Nc1ccc(C2=NN(C(=O)c3ccco3)C(c3ccc(C)cc3)C2)cc1 (stereo not given) | i | i | 0.6
Cc1cc(C(=O)N2CCC(C(=O)O)CC2)c(C(F)(F)F)o1 | i | i | -0.8
COCC(=O)Nc1ccccc1C(=O)Nc1ccc(OC)cc1 | i | i | -1.9
Cc1ccc(S(=O)(=O)NNC(=O)c2cccc(O)c2)cc1 | i | i | -0.9
C=CCNC(=O)C(C#N)c1nc2ccccc2nc1N1CCN(Cc2ccccc2)CC1 (stereo not given) | i | i | 1.4
CCOc1cc(/C=N/NC(=O)c2cccnc2)ccc1OCC(=O)N1CCOCC1 | i | i | .
Clc1ccccc1CSc1ncccn1 | i | i | 0.1
O=C(CNC(=O)c1cccs1)Nc1ccc2c(c1)OCCO2 | i | i | 5.8
COc1ccc(CCNC(=O)CC2SC(N)=NC2=O)cc1OC (stereo not given) | i | i | -1.6
CCN(CC(=O)Nc1ccccc1OC)C(=O)c1cc(-c2ccccc2)nn1-c1ccccc1 | i | i | -0.8
COC(=O)C1=C(N)OC2=C(C(=O)CC(C)(C)C2)C1c1ccccc1OC (stereo not given) | i | i | -1.4

An excerpt of these results, as labelled records:
> CCOc1cc(/C=N/NC(=O)c2cccnc2)ccc1OCC(=O)N1CCOCC1
  CHT block = i
  CHT PAM = i
  STK33 inh = .
> Clc1ccccc1CSc1ncccn1
  CHT block = i
  CHT PAM = i
  STK33 inh = 0.1
> O=C(CNC(=O)c1cccs1)Nc1ccc2c(c1)OCCO2
  CHT block = i
  CHT PAM = i
  STK33 inh = 5.8
> COc1ccc(CCNC(=O)CC2SC(N)=NC2=O)cc1OC (stereo not given)
  CHT block = i
  CHT PAM = i
  STK33 inh = -1.6

(continued)
Structure | CHT block | CHT PAM | STK33 inh
COc1ccc(CNc2oc(-c3cccc4ccccc34)nc2C#N)cc1 | i | i | -1.2
CCOC(=O)C1CCN(C(=O)CCCOc2ccccc2)CC1 | i | i | -1.3
COc1ccc(-c2csc(-c3cccs3)n2)c(OC)c1 | i | i | 0.6
COc1cc(C2NC(=O)NC(c3ccccc3)=C2C(C)=O)ccc1OCC#N (stereo not given) | i | i | -0.7
CCN1CCN(C(=O)c2ccc(C)c(S(=O)(=O)Nc3cccc(C)c3)c2)CC1 | i | i | -1.0
O=C(/C=C/Nc1cccc(C(F)(F)F)c1)c1ccc(Oc2ncccn2)cc1 | i | i | 0.2
Cc1ccc(NC(=O)N2CCCCCC2)cc1 | i | i | -1.5
S=C1NC[C@H](c2ccccc2)N1CCCCC1CCCCC1 | i | i | 8.7
CCC(C)c1ccccc1NC(=O)c1cc2cccc([N+](=O)[O-])c2[nH]1 (stereo not given) | i | i | 0.9
O=C(Nc1ccc(-c2nc3ccccc3[nH]2)cc1)c1cccc(N2C(=O)CCC2=O)c1 | i | i | -3.3
Cn1c(C(=O)N2CCN(c3ccc(Cl)cc3)CC2)cc2c(=O)[nH]c3ccccc3c21 | i | i | 1.8
O=C(CNC(=O)c1ccc(Br)cc1)NCC(=O)OCC(=O)c1ccccc1 | i | i | -0.2
Cc1cc(NCCCn2ccnc2)n2ncc(-c3ccccc3)c2n1 | i | i | 21.6
O=c1cc(-c2c(F)c(F)c(F)c(F)c2F)oc2ccccc12 | i | i | -0.7
Cc1cc(=O)oc(C)c1C(=O)O | i | i | 0.0

Screening data as filed in PubChem.
